CBFb RUNX1 block = inhibitors of human CBF-beta and RUNX1 interaction. AlphaScreen CBFb-His/RUNX1-biotin binding, biochemical. Potency, µM (highest dose often 59.8 µM), for inactives: top-dose activity, negative = inhibition, hits mostly inhibitors. AID 1477. Q01196+Q13951. 230,000 tested, under 10 active; further: % of control where 0% means no effect
Target sequence (Q01196 whole entry, looked up): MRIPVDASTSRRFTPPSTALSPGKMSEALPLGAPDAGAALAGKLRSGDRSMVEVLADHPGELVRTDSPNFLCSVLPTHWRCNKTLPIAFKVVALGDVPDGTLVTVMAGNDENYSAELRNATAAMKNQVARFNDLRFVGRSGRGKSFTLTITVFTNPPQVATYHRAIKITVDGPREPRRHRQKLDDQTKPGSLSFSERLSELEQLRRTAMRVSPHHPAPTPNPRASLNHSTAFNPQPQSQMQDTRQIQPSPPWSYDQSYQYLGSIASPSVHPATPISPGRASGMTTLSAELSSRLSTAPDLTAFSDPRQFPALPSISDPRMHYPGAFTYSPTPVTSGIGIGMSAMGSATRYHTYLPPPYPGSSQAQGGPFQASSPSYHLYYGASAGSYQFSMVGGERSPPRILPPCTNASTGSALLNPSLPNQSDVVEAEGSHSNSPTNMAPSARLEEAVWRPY
Target sequence (Q13951 whole entry, looked up): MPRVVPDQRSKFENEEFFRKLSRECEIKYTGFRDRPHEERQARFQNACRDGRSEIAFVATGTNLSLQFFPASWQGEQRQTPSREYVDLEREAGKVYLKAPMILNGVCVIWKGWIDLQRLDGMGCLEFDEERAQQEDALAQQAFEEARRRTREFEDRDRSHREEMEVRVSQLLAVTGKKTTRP
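His-tagged CBF-beta and biotinylated RUNX1 (30 nM each) were premixed 20 min at room temperature, exposed to compound for 15 min, then given nickel-chelate and streptavidin AlphaScreen beads (50 ng each). After 90 min, AlphaScreen signal was read.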
Luc counter = Kinase-Glo luciferase inhibition (counter-screen); Q27757; Kinase-Glo luciferase, ATP luminescence, 8 min; Potency, µM (doses to about 38.3 µM), for the others: top-dose activity change, negative = inhibition, most hits filed as inhibitors; 200,000 compounds, 0.28% hits; AID 1379; further: potency means the concentration at half of the fitted maximal effect; on the % scale 0 is the no-effect control and ±100 the full control effect; nearly all actives have a fitted effect of over 60% in size
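Recombinant Kinase-Glo luciferase, 10 uM ATP (linear range), luciferin; imidazole pH 7.2 / KCl / MgCl2 / Tween / BSA buffer; 8 min RT; luminescence.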
HttQ103 aggreg = reduces HttQ103-GFP aggregates in PC12 cells. PC12 HttQ103-GFP aggregates, Acumen cytometry, 40 h. Potency, µM (top dose mostly 46.1 µM), inactives show top-dose activity change, negative = inhibition, usual class: inhibitors. 220,000 compounds, 1.1% hits; further: potency means the concentration at half of the fitted maximal effect; on the % scale 0 is the no-effect control and ±100 the full control effect; nearly all actives have a fitted effect of over 60% in size
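Compounds (qHTS titration) were added to PC12 cells expressing an ecdysone-driven HTT exon 1 Q103–GFP fusion after induction with 100 nM tebufenozide. Aggregate formation was measured as GFP objects in cell lysates.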
NPSR antag = blocks cAMP signaling of the human neuropeptide S receptor | Potency, µM (top dose mostly 38.3 µM), for the others: at the highest dose activity change, negative = inhibition, most hits filed as inhibitors | CHO-NPSR cells, cAMP TR-FRET, antagonist mode | 220,000 compounds, 1% hits | Q6W5P4; further: potency means the concentration at half of the fitted maximal effect; on the % scale 0 is the no-effect control and ±100 the full control effect; nearly all actives have a fitted effect of over 50% in size; many of its hits are not listed in these tables
Target sequence (Q6W5P4 whole entry, looked up): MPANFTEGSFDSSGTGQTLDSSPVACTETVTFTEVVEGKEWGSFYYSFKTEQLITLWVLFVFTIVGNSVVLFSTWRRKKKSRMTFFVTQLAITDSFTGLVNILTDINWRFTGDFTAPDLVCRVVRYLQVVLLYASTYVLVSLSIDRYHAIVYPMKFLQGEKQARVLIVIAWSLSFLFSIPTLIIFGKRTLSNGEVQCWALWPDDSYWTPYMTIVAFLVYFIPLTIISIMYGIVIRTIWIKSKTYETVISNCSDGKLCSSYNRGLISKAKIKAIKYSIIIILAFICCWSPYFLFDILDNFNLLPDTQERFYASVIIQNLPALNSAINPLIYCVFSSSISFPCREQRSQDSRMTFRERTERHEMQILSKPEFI
Epigenetic reg = derepresses silenced GFP reporter in murine cells | Potency, µM (titrated, usually from 53.9 µM), for the others: at the highest dose GFP activation, actives largely listed as activators | 280,000 compounds, 0.2% hits | AID 1865 | murine LDR cells, GFP reporter derepression, 30 h; further: potency means the concentration at half of the fitted maximal effect; % of control where 0% means no effect; nearly all actives have a fitted effect of over 60% in size
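Murine LDR cells carrying a silenced, genomically integrated CMV-driven GFP reporter were exposed to compound for 30 hours at 37 C. After PBS washes, GFP-positive cells (20–120 um objects) were counted by laser-scanning microplate cytometry.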
IMPase Li cell = membrane-permeable IMPase blocker, potentiated with lithium; CHO-M1 cells, IP1 TR-FRET (IP-One), carbachol + lithium; Potency, µM (series often up to 59.4 µM), for inactives: at the top dose activity, negative = IMPase inhibition, actives largely listed as inhibitors; 210,000 compounds, 0.35% hits;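 further: IP1 builds up when IMPase is blocked and the TR-FRET signal falls; potency means the concentration at half of the fitted maximal effect; plate controls were basal vehicle for no effect and high inhibitor control for full effect; nearly all actives have a fitted effect of over 50% in size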
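IP1 accumulation measured by competitive TR-FRET in lysed CHO-M1 cells after 30 min compound exposure at 37C, with a small lithium addition to potentiate weak responses. Hill-equation AC50 from ratio and donor-channel data.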
L3MBTL1 inh = inhibitors of human L3MBTL1; 230,000 compounds, 0.66% hits; Q9Y468; Potency, µM (highest dose often 57.1 µM), for inactives: at the highest dose activity, negative = inhibition, hits mostly inhibitors; AlphaScreen L3MBTL1–H3K9me1 peptide binding; further: potency means the concentration at half of the fitted maximal effect; on the % scale 0 is the no-effect control and ±100 the full control effect; nearly all actives have a fitted effect of over 60% in size
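L3MBTL1 (50 nM) pre-complexed 30 min with biotinylated H3(1-15)K9me1 peptide (75 nM), then compounds added for 30 min at room temperature; AlphaScreen streptavidin donor/nickel chelate acceptor beads (10 ug/mL final) read after 30 min dark incubation.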
Active calls of the source: *; ? = inconclusive; nt = not tested or not shown; & = joins results of further samples; [ ] = another dose, or the depositor's remark. The call rests on the fitted dose curve; in most records, active means well fitted curve in the direction sought with a large enough effect; inconclusive means small, poorly fitted or top-dose-only effect, or another doubt; inactive means no such curve, though single readings can be large; an effect the other way counts as inactive or inconclusive. An excerpt. The share of hits here may be higher or lower than overall.

cpd	SMILES	CBFb RUNX1 block	Luc counter	HttQ103 aggreg	NPSR antag	Epigenetic reg	IMPase Li cell	L3MBTL1 inh
1	NS(=O)(=O)c1ccc(NC(=O)N2c3ccccc3Sc3ccccc32)cc1	-25.1%	-0.7%	?	?	0.1%	1.4%[38.3 µM]	-27.7%
2	CCCCNC(=O)C1c2ccccc2C(=O)N(c2ccc(OC)cc2)C1c1ccc(OC)cc1 (stereo unspecified)	-7.1%	0.5%	9.8%	?	0.0%	16.5%[38.3 µM]	nt
3	CCCCOC(=O)Nc1ccc(C(N)=O)cc1	1.1%	-4.1%	-4.7%	-4.2%[46.1 µM]	1.5%	11.0%[38.3 µM]	nt
4	N#Cc1c(-c2ccc(Cl)cc2)c2c([nH]c1=O)-c1ccccc1OC2	14.6%	nt	2.9%[9.22 µM]	-40.3%	0.0%	nt	11.2%
5	Cc1cc(C)cc(OCC(O)CN2C(=O)NC(C)(C)C2=O)c1 (stereo unspecified)	0.6%	-3.1%	-3.7%	-2.8%[46.1 µM]	1.6%	-4.3%[38.3 µM]	nt
6	CCOc1ccc(S(=O)(=O)N(C)c2ccc(OCC(=O)NCc3ccc(C(=O)OC)cc3)cc2)cc1	2.2%	nt	4.5%	-24.8%	-0.2%	9.4%	nt
7	CCOC(=O)C1=C(C)NC2=C(C(=O)CC(C)(C)C2)C1c1ccc2c(c1)CCCN2C (stereo unspecified)	3.1%	1.7%	1.7%	-21.5%[46.1 µM]	-2.1%	31.1%[activator][38.3 µM]	10.2%[11.4 µM]
8	c1ccc(-n2cnc3cc(NCc4ccco4)ccc32)cc1	-6.5%	0.8%	2.1%	-4.5%	-5.2%	15.0%	-24.8%
9	C=CCN(c1ccccc1OC)S(=O)(=O)c1cccc(C(=O)OCC(=O)c2c[nH]c3ccccc23)c1	-15.8%	-0.1%	-19.1%	-23.3%	-0.1%	16.8%	-4.0%
10	CC(=O)Nc1ccccc1OCC(=O)NCCC1=CCCCC1	8.7%	1.2%	-3.7%	5.8%	7.9%	7.5%	3.6%
11	CC(Sc1nncn1C)C(=O)NCc1ccc2c(c1)OCO2 (stereo unspecified)	4.4%	-1.0%	-15.9%	-11.7%	1.8%	-6.3%	nt
12	CSc1ccc(/C=C/C(=O)c2ccc(NC(C)=O)cc2)cc1	5.4%	2.2%	-2.4%	-17.4%[46.1 µM]	0.0%	-3.3%	4.9%
13	CC(=O)Nc1c(Cl)cc([N+](=O)[O-])c2ccccc12	-4.4%	-0.2%	-25.1%	16.0%	-2.7%	-1.8%	-6.6%
14	CCCCC[C@H](O)/C=C/C=C\C=C\C=C\[C@@H](O)[C@@H](O)CCCC(=O)O	18.5%&-4.0%	2.6%	nt	nt	3.2%&-1.1%	-4.9%&5.7%	nt
15	Cc1nn(Cc2ccccc2)c(Cl)c1C(=O)OC(C)C#N (stereo unspecified)	-2.3%	2.2%	-5.0%	-4.3%	-4.4%	-0.7%	2.6%
16	Cc1ccc(-n2[nH]c(C)c(C=NCc3ccncc3)c2=O)cc1	2.8%	nt	-7.4%[9.22 µM]	-4.7%	3.2%	nt	-10.7%
17	CCOC(=O)c1c(CN2CCN(C)CC2)oc2ccc(OC)cc12	0.3%	1.1%	-22.9%	7.1%[46.1 µM]	-1.0%	18.9%[38.3 µM]	nt
18	CCOc1ccc(NC(=O)N2CCCC2C(=O)NCC2CCCO2)cc1 (stereo unspecified)	4.5%	2.3%	-0.8%[9.22 µM]	12.9%	6.0%	5.0%	8.0%
19	O=C(NNC(=O)C12CC3CC(CC(C3)C1)C2)c1ccccn1	-6.0%	nt	-17.2%[9.22 µM]	22.7%	2.5%	nt	8.9%
20	CCOC(=O)C1CCCN(C(=S)Nc2cccc(Cl)c2)C1 (stereo unspecified)	10.5%	5.8%	-0.8%	-0.2%[46.1 µM]	2.3%	-0.2%	4.2%

Record cards, from the list above. Values in the order: CBFb RUNX1 block | Luc counter | HttQ103 aggreg | NPSR antag | Epigenetic reg | IMPase Li cell | L3MBTL1 inh
c1ccc(-n2cnc3cc(NCc4ccco4)ccc32)cc1 in the list: -6.5% | 0.8% | 2.1% | -4.5% | -5.2% | 15.0% | -24.8%
CSc1ccc(/C=C/C(=O)c2ccc(NC(C)=O)cc2)cc1 in the list: 5.4% | 2.2% | -2.4% | -17.4%[46.1 µM] | 0.0% | -3.3% | 4.9%

The listing continues.
cpd	SMILES	CBFb RUNX1 block	Luc counter	HttQ103 aggreg	NPSR antag	Epigenetic reg	IMPase Li cell	L3MBTL1 inh
21	COC(=O)CNC(=O)C1Cc2ccccc2CN1S(=O)(=O)c1cccs1 (stereo unspecified)	3.3%	nt	2.8%[9.22 µM]	6.0%	0.2%	nt	2.3%
22	Cc1cc(C)n(CC(O)COCc2ccccc2)n1 (stereo unspecified)	5.2%	nt	-7.0%	-4.2%[46.1 µM]	10µM*	nt	-4.2%
23	O=C1c2ccccc2C(O)(Cc2ccccc2)N1C1CCCCC1 (stereo unspecified)	2.9%	-2.2%	-17.6%	-17.6%[46.1 µM]	-1.6%	4.5%[38.3 µM]	nt
24	COc1cccc(CC(=O)N2CCc3nc(COc4ccccc4)c4c(c3C2)CO[C@@H](C)C4)c1	-5.3%[13.1 µM]	-3.8%[7.66 µM]	nt	nt	nt	8.3%	nt
25	COc1cc(Cl)c(C)cc1NC(=O)CSc1cc(Cl)ccc1Cl	6.7%	0.2%	-17.9%	-39.0%	-1.0%	16.2%	14.2%
26	CC(C)(C)n1nnnc1CN1CCSCC1	11.0%	2.7%	-24.6%	5.4%[46.1 µM]	2.7%	-12.2%	8.0%
27	COc1ccc(-c2[nH]ncc2CN2CCCC(C(=O)c3ccc(OC)cc3OC)C2)cc1 (stereo unspecified)	11.1%	5.2%	-10.0%	2.0%	-4.1%	13.9%	-5.7%
28	N/C(=N\OC(=O)Nc1ccc(Cl)cc1)c1ncc(C(F)(F)F)cc1Cl	-1.7%	5.1%	-1.1%[9.22 µM]	-5.2%[46.1 µM]	-3.6%	-3.6%[38.3 µM]	nt
29	CC(C)Cc1[nH]c(=O)c(C#N)c2c1COC(C)(C)C2	1.4%	2.1%	-21.0%	-4.8%[46.1 µM]	-1.0%	23.3%[38.3 µM]	nt
30	Cc1ccc(NC(=S)N(CCCN2CCOCC2)Cc2ccccn2)cc1	-4.4%	-1.8%	22.2%	12.7%	0.0%	0.3%	-1.9%
31	Cc1cccc(NC(=O)CSc2nnc(CNC(=O)c3cccs3)o2)c1C	10.3%	9.6%	-6.0%	-16.9%	-7.5%	-3.0%	nt
32	CCOC(=O)/C(C#N)=C/c1ccc(N2CCN(C)CC2)cc1	1.6%	0.6%	-2.0%	6.7%	0.0%	-5.3%	-0.9%
33	CCOC(=O)c1ccccc1-c1csc(NS(=O)(=O)c2ccc(Cl)cc2)n1	-11.2%	-1.5%	-10.6%	-11.6%[46.1 µM]	-2.6%	-0.2%[38.3 µM]	-1.9%
34	OC(COCC1COc2ccccc2O1)CN1CCN(c2ccccn2)CC1 (stereo unspecified)	-3.0%	-2.4%	-0.3%	-13.0%[46.1 µM]	-1.3%	-6.2%[38.3 µM]	4.4%
35	Cc1cc(C)nc(SCc2nnc(SCC(=O)Nc3nc(-c4ccccc4)cs3)n2C)n1	2.0%	2.2%	15.8%	-10.1%	0.0%	17.5%	-0.5%
36	Cc1cc(=O)oc(C)c1C(=O)NCCCN1C(C)CCCC1C (stereo unspecified)	5.3%	-2.1%	9.3%	-2.0%[46.1 µM]	-1.0%	8.2%[38.3 µM]	-9.1%
37	O=C(NCc1ccco1)c1ccccc1-c1ccccc1	1.1%	-6.8%	-0.7%	?	3.9%	2.7%[38.3 µM]	nt
38	CC(C)N(Cc1ccccc1)C(=O)Cn1c(=O)cnc2ccccc21	22.0%	nt	14.6%[9.22 µM]	-1.2%	-0.3%	nt	nt
39	NC(=O)N/N=C/c1coc2ccc3ccccc3c2c1=O	1.9%	nt	3.0%[9.22 µM]	-21.1%	1.0%	nt	1.4%
40	COCCn1c(-c2ccccc2Cl)nc2c(c(=O)c3ccccc3n2C)c1=O	0.8%	0.6%	-6.9%	10.6%	0.0%	3.1%	8.3%
41	CCCCNc1nc2c(-c3ccccc3)nnn2c2ccccc12	0.7%	nt	8.2%[9.22 µM]	1.8%	4.5%	nt	-11.1%
42	C[C@@H]1CCC[C@]2(O[C@H](CCO)C[C@H](O)[C@H]2O)O1	-1.9%	nt	44.3%[9.22 µM]	15.7%	1.8%	nt	nt
43	c1csc(-c2noc(CN3CCOCC3)n2)c1	-0.1%	nt	-4.5%[9.22 µM]	-23.0%	3.2%	nt	2.9%
44	O=C1CN2NC(=S)N(c3ccccc3)C2=CN1c1ccc(Cl)cc1	-2.1%	0.0%	?	5.0%	1.6%	-3.3%	6.6%
45	C=CCN1C=C2C(=O)C(C)(OC(=O)c3cccs3)C(=O)C=C2C=C1CCCC(=O)OC (stereo unspecified)	2.3%[13.1 µM]	-9.7%[7.66 µM]	?	-7.8%	-0.7%	9.6%	nt
46	CCCCNC(=O)CNC(=S)N(Cc1ccccc1)Cc1cccs1	6.6%	-2.2%	-21.0%	-28.9%	-1.5%	4.7%	nt
47	COc1cccc(C(=O)NC2CCN(CC(=O)NCc3ccccc3OC)CC2)c1	-3.3%	14.0%	11.9%	-2.4%[46.1 µM]	-1.2%	-1.8%[38.3 µM]	3.8%
48	Oc1ccc(NCc2cccc(OCc3ccccc3)c2)cc1	-26.9%	2.3%	-22.8%	-8.4%	?	12.3%	?
49	O=C(O/N=C/C1=C(Cl)c2ccccc2CC1)c1ccc(F)cc1	-1.2%	-9.0%	11.5%	-8.5%[46.1 µM]	-0.7%	3.4%[38.3 µM]	nt
50	O=C1CC(=O)N(c2ccccc2)N1c1ccccc1	-14.0%	-1.0%	4.0%	7.1%	-0.9%	1.0%	-4.3%
51	CCOC(=O)CN1C(=O)C(O)(CC(=O)c2ccco2)c2ccccc21 (stereo unspecified)	-2.2%	-4.6%	6.9%	0.6%[46.1 µM]	-2.3%	-11.1%[38.3 µM]	-1.7%
52	O=C(Nc1ccc(Cl)cc1)NC1CCCC1Cc1ccco1 (stereo unspecified)	17.7%	-3.1%	?	?	0.9%	43.4%[activator][38.3 µM]	-4.4%

From PubChem
